Screening data as filed in PubChem BioAssay.
mcGAS inh = cyclic GMP-AMP synthase inhibitors, mouse, primary biochemical chemiluminescence | Q8C6L5 | AID 1259399, 2018 | 0.15% of 160,000 active | inhibition, % at 12.5 µM | recombinant cGAS, Kinase-Glo ATP depletion luminescence;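 note: 0% = negative control wells and 100% = reference inhibitor with no enzyme activity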
hcGAS inh = Primary biochemical luminescence assay for human cyclic GMP-AMP synthase inhibitors. Q8N884. recombinant h-cGAS, ATP depletion, Kinase-Glo luminescence. inhibition, % at 12.5 µM. 0.081% of 290,000 active;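 note: 0% = vehicle reaction and 100% = reaction without DNA for no activity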
Target sequence (Q8N884 whole entry, looked up): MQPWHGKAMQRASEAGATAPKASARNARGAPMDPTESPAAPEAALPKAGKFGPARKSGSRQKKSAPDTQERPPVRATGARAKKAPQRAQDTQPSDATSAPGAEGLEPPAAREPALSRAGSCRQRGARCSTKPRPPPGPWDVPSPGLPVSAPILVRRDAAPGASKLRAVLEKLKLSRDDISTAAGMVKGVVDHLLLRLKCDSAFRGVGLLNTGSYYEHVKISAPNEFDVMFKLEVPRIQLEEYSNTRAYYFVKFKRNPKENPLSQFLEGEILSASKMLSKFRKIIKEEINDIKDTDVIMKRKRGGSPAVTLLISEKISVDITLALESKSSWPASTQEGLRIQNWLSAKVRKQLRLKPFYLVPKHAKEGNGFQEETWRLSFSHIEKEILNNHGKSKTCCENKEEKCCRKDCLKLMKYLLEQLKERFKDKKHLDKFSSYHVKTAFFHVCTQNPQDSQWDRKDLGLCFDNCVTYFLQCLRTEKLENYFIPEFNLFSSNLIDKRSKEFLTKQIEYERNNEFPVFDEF
NPYLR7 agonist = agonists of mosquito NPYLR7 receptor, primary screen, cell-based, Aedes aegypti, calcium fluorescence, mosquito biting behavior. Aedes aegypti neuropeptide Y-like receptor 7 (NPYLR7). AID 1259423, 2018. HEK293T NPYLR7/Galpha15, GCaMP6s calcium fluorescence. 0.15% of 270,000 active. activation, % at 10 µM; in the data active = activation above about 40%;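 note: 0% = vehicle and 100% = reference agonist at the receptor; some compounds past the cut are filed as inactive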
Starred values were filed as active, the others as inactive; . = no result given; & = joins results of further samples. Cut-off read from the data, not from the text of the source, unless noted: active = inhibition above about 40%; inactive = the rest.

SMILES	mcGAS inh	hcGAS inh	NPYLR7 agonist
CC(NC(=O)/C=C/c1ccc(Br)s1)C1CCCO1 (stereo not given)	.	2	-5
O=C(C1CC(=O)N(C2CCCC2)C1)N1CCN(c2ncccn2)CC1 (stereo not given)	-7	-7	-7
COc1ccccc1NC(=NS(=O)(=O)c1ccc(C)cc1)Nc1nc(C)cc(C)n1	-2	-2	-6
COCCn1c(SCC(=O)NCCc2ccc(F)cc2)nc2sc(-c3ccccc3)cc2c1=O	-6	-4	2
Cc1cc(NC(=O)c2ccno2)n(-c2nc3ccccc3s2)n1	-16	-7	-15
CC12CC3(C)CC(C)(C1)CC(C(=O)NC1=NCCS1)(C2)C3	.	0	10
CCCN(C(=O)C(=O)Nc1nncs1)C1CCCC1	-10	-6	0
CCc1[nH]n(-c2ccc(Cl)cc2)c(=O)c1C1=C([n+]2ccccc2)C(=O)N(C(C)C)C1=O	-10	-10	-1
CN(CCc1ccccc1)c1nc(-c2cccc(Cl)c2Cl)nc2ccccc12	-6	-2	-1
CCN(CC)C(=O)Nc1cn(C)c2ccccc12	-9	-8	4
C#CCNC(=O)NC(C)c1ccc(C(C)C)cc1 (stereo not given)	.	-5	8
O=C(N/N=C\C=C\c1ccccc1)c1cc(C23CC4CC(CC(C4)C2)C3)[nH]n1	-6	-8	3
O=S(=O)(N1CCOCC1)N1CCCC2CCCC21 (stereo not given)	.	-6	-3
Cc1ccc2oc(=N)c3c(N)nc(-c4ccc5c(c4)OCCCO5)cc3c2c1	.	-5	4
COc1ccccc1C(=O)Nc1ccnn1C1CCN(Cc2cnc(SC)nc2)CC1	.	-7	19
CC(C)(NCCN1C(=O)NC2(CCCC2)C1=O)c1ccc(Cl)cc1	-15	-9	-1
O=C(CSc1nc2ncccc2c(=O)n1-c1ccccc1)NC(=O)NC1CC1	.	-8	4
C#Cc1cccc(Nc2ncnc3cc4c(cc23)OCCOCCOCCO4)c1	-4	1	-7
CC(Oc1ccc(-c2ccccc2)cc1)C(=O)NC1CCS(=O)(=O)CC1 (stereo not given)	-15	-6	4
CC(C)(CN1CCN(C(=O)c2ccc[nH]2)CC1)N1CCOCC1	-8	-16	.
CC(=O)Oc1ccccc1CN1C(=O)C(C)ON=C1c1ccccn1 (stereo not given)	.	-8	-2
CCn1cc(CN2CCc3c([nH]c4ccccc34)C2c2nc3ccccc3n2C)c(C)n1 (stereo not given)	-5	-1	-2
O=C(NCC(c1ccco1)N1CCc2ccccc21)C(=O)Nc1ccccc1[N+](=O)[O-] (stereo not given)	.	-6	11
O=[N+]([O-])c1ccc2[nH]c(O)c(N=Nc3ccccn3)c2c1	-5	-2	10
C(=NNc1nc2ccccc2o1)C(c1ccccc1)c1ccccc1	-5	-6	0
O=C(NCCc1nnc2ccc(SCC(=O)N3CCCC3)nn12)c1ccc(F)cc1	-2	2	-20
COc1cc(COC2CCCN(C(=O)c3ccco3)C2)cc(OC)c1 (stereo not given)	-5	-4	-7
Cc1ncsc1CCC(=O)N(C)Cc1cc(C2CC2)n[nH]1	.	0	-2
Cc1cc(C2CCC2)nc(N2Cc3cnn(CCO)c3C2)n1	-11	-7	-1
COc1cccc(OC)c1OCCOc1ccc(Br)cc1Cl	.	-9	-6
COc1cc(/C=C2/SC(=S)N(CC(=O)O)C2=O)ccc1OCC(=O)O	6	-5	-6
CC(Oc1ccccc1F)C(=O)Nc1ncn[nH]1 (stereo not given)	-15	-9	13
COCCCN1C(=O)N(Cc2ccccn2)C(=O)C12CCN(Cc1cc3ccccc3s1)CC2	-7	-17	18
Cc1nonc1CN(C)Cc1cn(Cc2ccccc2)nc1-c1cc2ccccc2o1	-9&0	-8&3	19&-4
N#CC(c1ccc(Br)cc1)N1CCN(C(C#N)c2ccc(Br)cc2)CC1 (stereo not given)	.	-5	3
CC1(C(=O)NCC2CCCCC2)CCN1Cc1ccc(-c2ccccc2)o1 (stereo not given)	.	-12	7
CCCCCSC1=C(C#N)C(C)(C)C(C#N)C(=O)N1 (stereo not given)	.	-8	1
Cc1cccc(C(=O)NC(C)c2ccc3c(c2)NC(=O)CO3)c1 (stereo not given)	.	-16	10
Cc1ccc(Nc2nc(NCCN(C)C)nc3c2cnn3-c2ccccc2)cc1C	-1	2	0
Cc1noc(C)c1NC(=O)c1ccc(CN2CCc3ccccc3C2)cc1	-17	-8	24
Cc1ccccc1-n1ncc(C(C)NC(=O)C2=NN(C)C(=O)CC2)c1C (stereo not given)	.	-2	10
CC(/C=C1\N=C(c2cccc(Br)c2)OC1=O)=C\c1ccccc1	.	3	-2
CCCC(=O)N1CCC1(C)C(=O)Nc1cccc2ccccc12 (stereo not given)	.	-10	3
O=C(CCCOc1ccccc1)N1CCN(c2c3c(nc4ncnn24)CCCC3)CC1	-7	-5	24
NC1=NC(=O)C(F)(C(F)(F)F)S1 (stereo not given)	.	-4	4
O=C(CNC(=O)Cc1ccc(Cl)cc1)N=Nc1c(O)[nH]c2ccccc12	-7	-4	-3
CC(C)(C)c1cc2nc(C(=O)NC3CCCCNC3=O)cc(-c3cccc(F)c3)n2n1 (stereo not given)	-6	-4	2
Cc1nc(CN2CCN(Cc3cc4n(n3)CCNC4)CC2)cs1	.	0	10
COc1ccc(Nc2nc(NCCO)nc3[nH]ncc23)cc1	.	-13	1
CCCCCc1ccc(C(=O)Nc2ccc(N(C)C)c(C(=O)N(CC)CC)c2)cc1	-3	-6	2

(continued)
SMILES	mcGAS inh	hcGAS inh	NPYLR7 agonist
Cc1c(NC(=S)NCc2ccccn2)c(=O)n(-c2ccccc2)n1C	.	-4	-3
COc1cccc(C2C(=C(O)c3ccc(C)cc3)C(=O)C(=O)N2CCN2CCOCC2)c1 (stereo not given)	-7	-7	13
COC(=O)[C@H](C)NC(=O)c1oc2cc(OC)ccc2c1C	-9	2	16
CC(=O)c1sc2nc(CSc3nnc(-c4cccs4)n3C3CC3)[nH]c(=O)c2c1C	-2	-8	8
C=C(Cl)CSc1nc2cc(S(N)(=O)=O)ccc2n1CCC	.	3	2
Oc1ccccc1N1CCN(C=Nc2nc3ccccc3nc2N2CCOCC2)CC1	.	-5	-1
O=C1CCN(S(=O)(=O)c2ccc(S(=O)(=O)N3CCOCC3)cc2)C2CCCCC12 (stereo not given)	0	3	2
COC(=O)COC1C[C@](OCc2cccc(C(F)(F)F)c2)(C(=O)NN2CCOCC2)C[C@H]2OC(C)(C)O[C@@H]12 (stereo not given in full)	-4	-8	2
O=C(CCNS(=O)(=O)c1ccc(Cl)cc1)Nc1ccccn1	.	-5	4
Cc1cn2c3c(=O)n(Cc4cccc5ccccc45)c(=O)n(C)c3nc2n1Cc1ccco1	-9	-5	2
CC(C)C(N)c1nc2ccccc2[nH]1 (stereo not given)	.	-4	-2
CC1C2=CC(=O)OC2(O)CC2C1C(O)CC1C(C)(CO)CCCC21C (stereo not given)	-6	-3	-3
COc1ccccc1/C=C/C=C1N=C(/C=C/c2ccc(Cl)cc2)OC/1=O	1	1	-6
CCOCCCN1COc2ccc3c(c2C1)O/C(=C\c1ccc(OC)cc1)C3=O	-8	-6	42
c1ccc(CN2CCN(C3CCCSc4ccccc43)CC2)cc1 (stereo not given)	.	0	1
O=C(NCc1ccco1)c1csc(CSc2nnc(-c3ccccc3Cl)n2-c2cccc(Cl)c2)n1	-3	-1	21
CCOC(=O)C1(CCOc2ccccc2)CCN(Cc2cc(OC)c(O)c(OC)c2)CC1	-10	-7&-9	-7&17
COC(=O)CSc1nc2c(cnn2CCO)c(=O)[nH]1	.	2	0
Cc1ccc(C(O)c2ncc(-c3cccc(C(F)(F)F)c3)[nH]2)c(C)c1 (stereo not given)	.	-8	-9
COc1cccc2sc(NC(=O)CC3CC4CCC3C4)nc12 (stereo not given)	.	-4	-22
Cc1nnc2n1CCN(CC(O)c1ccc(F)cc1)C2 (stereo not given)	.	-6	8
COc1ccc(Cn2cc(C(=O)N(C)Cc3ccon3)nn2)cc1	.	-6	4
c1ccc(N2CCN(c3ncnc4sc5c(c34)CCC5)CC2)nc1	.	-15	12
CCOc1ccccc1N1CCN(C(=O)c2cc(-c3ccc(OC)cc3)nc3cc(-c4ccccc4)nn23)CC1	-8	-4	12
CNCCOc1ccc(C)cc1-c1ccccc1Cl	.	-5	3

Random excerpt: five entries already listed.
SMILES	mcGAS inh	hcGAS inh	NPYLR7 agonist
CNCCOc1ccc(C)cc1-c1ccccc1Cl	.	-5	3
COc1ccc(Cn2cc(C(=O)N(C)Cc3ccon3)nn2)cc1	.	-6	4
COC(=O)CSc1nc2c(cnn2CCO)c(=O)[nH]1	.	2	0
O=C(CCNS(=O)(=O)c1ccc(Cl)cc1)Nc1ccccn1	.	-5	4
COC(=O)COC1C[C@](OCc2cccc(C(F)(F)F)c2)(C(=O)NN2CCOCC2)C[C@H]2OC(C)(C)O[C@@H]12 (stereo not given in full)	-4	-8	2

Some entries already given, limited to hcGAS inh.
molecule	hcGAS inh
C#Cc1cccc(Nc2ncnc3cc4c(cc23)OCCOCCOCCO4)c1	1
CC(Oc1ccc(-c2ccccc2)cc1)C(=O)NC1CCS(=O)(=O)CC1 (stereo not given)	-6
CC(C)(CN1CCN(C(=O)c2ccc[nH]2)CC1)N1CCOCC1	-16
CC(=O)Oc1ccccc1CN1C(=O)C(C)ON=C1c1ccccn1 (stereo not given)	-8
CCn1cc(CN2CCc3c([nH]c4ccccc34)C2c2nc3ccccc3n2C)c(C)n1 (stereo not given)	-1
O=C(NCC(c1ccco1)N1CCc2ccccc21)C(=O)Nc1ccccc1[N+](=O)[O-] (stereo not given)	-6
O=[N+]([O-])c1ccc2[nH]c(O)c(N=Nc3ccccn3)c2c1	-2

Next part
SMILES	mcGAS inh	hcGAS inh	NPYLR7 agonist
CNC(=O)c1ccc(CN2CC=C(C(C)N(C)C(C)=O)CC2)o1 (stereo not given)	-10	-9&-7	7
O=C1CCC(=O)N1CC(O)Cn1c2ccc(Cl)cc2c2cc(Cl)ccc21 (stereo not given)	.	-8	3
COc1cc(C(=O)C=Cc2cccc(O)c2)ccc1O	41*	1	0
CCn1cc(NC(=O)NC2CC(=O)N(C3CC3)C2)cn1 (stereo not given)	.	1	0
CCC1CN(CCNS(C)(=O)=O)c2ccccc2O1 (stereo not given)	.	-8	0
CC1CSc2nc3nc4ccccc4c-3nn21 (stereo not given)	-1	-2	-5
COC(=O)C(C(=S)NC(C)=O)=P(c1ccccc1)(c1ccccc1)c1ccccc1	-8	-6	-13
O=C(c1ccccc1Cl)N1CCN(c2nccc(-c3ccco3)n2)CC1	-8	-8	3
O=C(c1cnn(-c2ccc(Cl)cc2)n1)c1cccs1	.	-9	6
CCc1nc2ccc(C(=O)NCc3ccc4c(c3)OCO4)cn2c1N(CC)CCN(C)C	-4	-5	-6
CC(=O)N1CCCn2nc(C(=O)O)cc2C1	-19	2	2
O=C(COC(=O)COc1cccc(Br)c1)Nc1ccc(F)cc1F	.	-7	-2
CCc1[nH]c2ccc(CNC(=O)C3Cc4ccccc4O3)cc2c1C (stereo not given)	.	-4	-3
CCC(C)Oc1cccc(-c2nnc(CCC(=O)N(C)Cc3ccccc3)c(=O)[nH]2)c1 (stereo not given)	.	5	0
CCC(C(=O)N1CCN(C(C(=O)NCc2ccccc2F)C2CCCC2)CC1)c1ccccc1 (stereo not given)	-1	3	-18
FC(F)(F)c1ccccc1CCC1CCCN(Cc2cccnc2)C1 (stereo not given)	.	-4	8
O=C(c1cccc(Cl)c1)N1CCc2ccccc2C1c1ccccc1Cl (stereo not given)	-8	-9	-3
O=C(CNC(=O)c1ccc(F)cc1F)Nc1ncc(Cc2ccc(Cl)cc2)s1	2	12	1
O=C(Nc1nnc(C23CC4CC(CC(C4)C2)C3)s1)c1ccco1	-3	-5	-8
O=C(CN1CCNCC1)N1CCCC1	.	-11	1

Filtered by structure, the compounds so far containing a cyano group
SMILES	mcGAS inh	hcGAS inh	NPYLR7 agonist
N#CC(c1ccc(Br)cc1)N1CCN(C(C#N)c2ccc(Br)cc2)CC1 (stereo not given)	.	-5	3
CCCCCSC1=C(C#N)C(C)(C)C(C#N)C(=O)N1 (stereo not given)	.	-8	1
